# PAFAH1B3 inh: PAFAH1B3 enzyme inhibitors, primary screen, biochemical, fluorescence polarization, human; 340,000 tested, 0.28% active; recombinant PAFAH1B3, FP-rhodamine probe; Platelet-activating factor acetylhydrolase IB subunit alpha1 (Homo sapiens), Q15102; inhibition, % at 3.39 µM;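 active means inhibition above the screen-wide average of all tested compounds plus 3 SD, cut at about 25% in these data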;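 further: 0% = enzyme with DMSO only and 100% = wells lacking PAFAH1B3 protein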
# LYPLA2 inh: LYPLA2 inhibitors, primary screen, counter-screen for PME1 inhibitor project, biochemical, fluorescence polarization, FP-Rh probe ABPP; 320,000 tested, 0.38% active; inhibition, % at 5.9 µM; Acyl-protein thioesterase 2 (Homo sapiens), O95372; recombinant LYPLA2;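 active means inhibition above the screen-wide mean plus 3 SD, limit set per campaign, cut at about 26% in these data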;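 further: 0% = LYPLA2 with DMSO and 100% = wells lacking LYPLA2 enzyme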
# pPAFAH inh: pPAFAH enzyme inhibitors, primary screen, biochemical, fluorescence polarization, human; Platelet-activating factor acetylhydrolase (Homo sapiens), Q13093; 330,000 tested, 1.5% active; recombinant pPAFAH, FP-rhodamine probe fluorescence polarization; inhibition, % at 3.39 µM;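 active means inhibition above the mean inhibition across the screen plus 3 SD, cut at about 25% in these data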;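 further: inhibitors block binding of the rhodamine activity-based probe so polarization drops; 0% = enzyme with DMSO and 100% = wells lacking pPAFAH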
# GSTO1 counter: inhibitors of recombinant GSTO1, primary screen, counter-screen for RBBP9 inhibitor project, biochemical, fluorescence polarization; Glutathione S-transferase omega-1 (Homo sapiens), P78417; inhibition, % at 5.96 µM; AID 1974, 2009; 300,000 tested, 1.1% active; activity-based probe fluorescence polarization;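 active means inhibition above the campaign mean inhibition plus 3 SD, cut at about 35% in these data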;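 further: 0% = GSTO1-1 with DMSO and 100% = wells lacking GSTO1-1 enzyme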
# PAFAH1B2 inh: PAFAH1B2 enzyme inhibitors, primary screen, biochemical, fluorescence polarization, human; recombinant PAFAH1B2, FP-rhodamine activity probe; inhibition, % at 3.39 µM; 340,000 tested, 1.2% active;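 active means inhibition above the mean of all tested compounds plus 3 SD, cut at about 24% in these data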;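 further: 0% = enzyme with DMSO and 100% = wells lacking PAFAH1B2; many of its hits are not listed in these tables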
# PAFAH2 inh: PAFAH2 enzyme inhibitors, primary screen, biochemical, fluorescence polarization, human; recombinant PAFAH2, FP-rhodamine activity probe; Platelet-activating factor acetylhydrolase 2, cytoplasmic (Homo sapiens), Q99487; inhibition, % at 3.39 µM; 340,000 tested, 0.99% active;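 active means inhibition above the mean over all tested compounds plus 3 SD, cut at about 30% in these data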;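 further: inhibitors block probe labeling of enzyme so polarization drops; 0% = enzyme with DMSO and 100% = wells lacking PAFAH2 protein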
# PME-1 primary: PME-1 inhibitors via competitive probe labeling, primary screen, biochemical, fluorescence polarization, FP-Rh probe, HTS; Protein phosphatase methylesterase 1 (Homo sapiens), Q9Y570; recombinant PME-1; inhibition, % at 5.9 µM; 320,000 tested, 0.53% active;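 active means inhibition above the campaign mean of all compounds plus 3 SD, cut at about 26% in these data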;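 further: competitive labeling of PME-1 active site by serine hydrolase directed probe; 0% = PME-1 with DMSO and 100% = wells lacking PME-1 enzyme; inhibitors block probe labeling so polarization falls and inhibition rises; many of its hits are not listed in these tables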
# Target sequence (Q9Y570 whole entry, looked up): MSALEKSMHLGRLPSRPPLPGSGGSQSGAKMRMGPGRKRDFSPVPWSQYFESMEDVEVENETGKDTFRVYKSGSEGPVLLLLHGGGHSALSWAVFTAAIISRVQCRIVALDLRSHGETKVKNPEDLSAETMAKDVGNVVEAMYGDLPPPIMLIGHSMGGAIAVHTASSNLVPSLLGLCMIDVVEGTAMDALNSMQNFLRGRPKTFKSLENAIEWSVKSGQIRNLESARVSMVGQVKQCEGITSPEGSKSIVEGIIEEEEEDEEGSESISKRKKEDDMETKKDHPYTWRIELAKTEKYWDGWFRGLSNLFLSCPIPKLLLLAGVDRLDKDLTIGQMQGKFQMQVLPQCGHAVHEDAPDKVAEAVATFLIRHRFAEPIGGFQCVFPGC
# PAD4 inh: human PAD4 inhibitors, primary screen, biochemical, fluorescence polarization, 1536-well format | Protein-arginine deiminase type-4 (Homo sapiens), Q9UM07 | recombinant PAD4, RCA probe fluorescence polarization | AID 485272, 2010 | 330,000 tested, 0.41% active | inhibition, % at 6.36 µM;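 active means percent inhibition above a cutoff equal to the mean of all tested compounds plus 3 SD, cut at about 15% in these data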;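 further: 0% = PAD4 with RCA probe and DMSO and 100% = probe without PAD4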
# Target sequence (Q9UM07 whole entry, looked up): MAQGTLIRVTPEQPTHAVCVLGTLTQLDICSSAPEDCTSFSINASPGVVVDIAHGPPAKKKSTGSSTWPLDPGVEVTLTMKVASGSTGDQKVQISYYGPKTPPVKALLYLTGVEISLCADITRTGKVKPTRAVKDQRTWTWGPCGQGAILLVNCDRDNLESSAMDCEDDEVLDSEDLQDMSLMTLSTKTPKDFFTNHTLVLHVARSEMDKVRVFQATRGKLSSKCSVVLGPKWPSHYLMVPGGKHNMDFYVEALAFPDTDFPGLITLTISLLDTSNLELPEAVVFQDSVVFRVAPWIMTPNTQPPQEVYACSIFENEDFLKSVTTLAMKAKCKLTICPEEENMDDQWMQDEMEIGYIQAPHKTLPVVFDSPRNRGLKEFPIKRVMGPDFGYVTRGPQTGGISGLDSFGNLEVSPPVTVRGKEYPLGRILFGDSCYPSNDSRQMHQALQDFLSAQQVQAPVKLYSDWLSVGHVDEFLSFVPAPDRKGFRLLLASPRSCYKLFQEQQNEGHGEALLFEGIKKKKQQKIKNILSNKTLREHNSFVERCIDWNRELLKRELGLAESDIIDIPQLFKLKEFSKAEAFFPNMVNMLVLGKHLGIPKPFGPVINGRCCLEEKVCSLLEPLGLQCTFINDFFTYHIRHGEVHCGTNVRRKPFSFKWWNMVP
# LYPLA1 inh: LYPLA1 inhibitors, primary screen, counter-screen for PME1 inhibitor project, biochemical, fluorescence polarization, FP-Rh probe ABPP | 320,000 tested, 0.16% active | recombinant LYPLA1 | Acyl-protein thioesterase 1 (Homo sapiens), O75608 | inhibition, % at 5.9 µM;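 active means inhibition above the mean of all tested compounds plus 3 SD, set per campaign, cut at about 14% in these data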;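 further: inhibitors block serine hydrolase probe labeling of LYPLA1 so polarization falls; 0% = enzyme with DMSO and 100% = wells lacking LYPLA1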
# Numbers without * were called inactive; . = not tested or not shown. The list is partial. The share of hits here may be higher or lower than overall.
No.	SMILES	LYPLA2 inh	PAFAH2 inh	PME-1 primary	GSTO1 counter	PAD4 inh	PAFAH1B2 inh	PAFAH1B3 inh	pPAFAH inh	LYPLA1 inh
1	O=C(NCCOc1ccccc1)C1Nc2ccc(C(F)(F)F)cc2C2c3ccccc3CC12 (stereo not given)	-9.2	4.3	-10.1	-4.4	-2.6	-3.0	10.8	-6.3	-8.1
2	CN(Cc1ccccc1)C(=O)CCNS(=O)(=O)c1ccc2c(c1)oc(=O)n2C	1.1	7.5	3.2	21.0	0.6	-2.1	14.1	6.7	-0.2
3	O=C(NCCCN1CCCC1)c1ccc(Cn2c(=S)[nH]c3ccc(Br)cc3c2=O)cc1	-9.5	.	-17.7	-5.6	-3.2	.	.	0.4	-8.1
4	CC(C)(C)OC(=O)NCCCCCc1cn([C@@H](CO)C(=O)NCCCCCCCCCCC(=O)N2CCN(C(=O)OC(C)(C)C)CC2)nn1	5.9	7.6	1.9	2.1	3.5	0.6	7.2	13.7	0.5
5	O=C(CSc1ccc(Cl)cc1)N1CCOCC1	-0.4	-7.5	1.0	-2.5	7.8	8.0	-3.5	2.2	0.0
6	O=C(CSc1nnc(-c2ccccn2)n1Cc1ccccc1)N1CCCC1	8.5	-6.4	1.5	-2.7	1.0	1.5	3.3	0.2	1.4
7	O=[N+]([O-])c1cc(-c2ccn[nH]2)ccc1Cl	1.4	0.9	2.9	-1.6	-5.2	1.9	3.0	6.0	-1.2
8	COc1ccc2c(c1)C(=O)Nc1cc(Cl)ccc1N2	7.1	-4.7	-6.5	9.4	-2.4	14.1	2.8	4.0	0.8
9	Cc1ccc(C(C)C)c(OC/C(O)=C(\C#N)c2nc3ccccc3[nH]2)c1	2.3	5.4	6.1	-3.9	3.2	3.8	5.7	18.0	-4.6
10	COc1cc(NC(=O)CSc2nc(=O)n(CCCN3CCOCC3)c3c2CCC3)cc(OC)c1	-7.7	6.6	-7.3	-22.8	-2.1	2.0	2.1	-1.7	-1.6
11	Cc1ccc(NC(=O)CN2C(=O)NC3(CCc4ccccc43)C2=O)cc1Cl (stereo not given)	-8.4	-4.4	-2.4	6.4	-1.5	2.4	1.9	2.3	-4.0
12	O=S(=O)(c1cnc[nH]1)N1CCN(C(c2ccc(F)cc2)c2ccc(F)cc2)CC1	2.5	6.2	4.7	-1.0	-4.0	8.8	-4.1	4.5	0.7
13	Cc1nc(SCC(=O)NCc2ccco2)c2c(C)c(C)sc2n1	-7.7	-7.0	-5.5	-5.8	-4.3	-1.0	5.0	0.2	0.3
14	Cc1ccc(C(=O)Nc2cc(Cl)ccc2OC(=O)c2ccc(C)cc2)cc1	0.6	.	-6.0	-7.1	-2.2	.	.	8.9	-2.3
15	CC(=O)OCC1O[C@@H](O[C@@H]2C[C@H]3C(C)(C)[C@H](OC(C)=O)CC[C@]3(C)[C@H]3CC[C@]45C[C@]4(CC[C@H]5[C@@H](C)C[C@@H](O)[C@H](O)C(C)(C)O)[C@@]32C)[C@H](O)[C@@H](O)[C@@H]1O (stereo not given in full)	-2.1	.	-0.3	-1.3	4.5	.	.	7.7	3.2
16	CC(C)=NOC(=O)c1c(C)noc1-c1snnc1C	-1.8	5.0	-2.8	-6.9	1.7	3.6	-1.2	-1.7	-2.3
17	Cc1ccc(NC(=O)Cn2nc(C)c(S(=O)(=O)N(C)C)c2C)cc1C	-4.0	-7.2	7.0	-17.1	-1.6	6.0	-3.1	-4.3	2.3
18	COC(=O)c1cccc(N2C(=O)c3ccccc3S2(=O)=O)c1	-0.4	-1.9	11.1	3.3	0.4	-4.6	-0.3	-1.1	0.6
19	O=C(O)c1ccc(N=Nc2c(O)ccc3ncccc23)cc1	-1.4	6.4	-9.8	60.2*	-7.8	13.8	33.4*	39.1*	-4.3
20	COC(=O)c1ccccc1NC(=O)N1CCN(S(C)(=O)=O)CC1	-10.2	6.2	-6.7	4.7	-13.4	0.9	2.9	-8.3	-4.2
21	COC(=O)C1=C(C(=O)OC)SC2(S1)C(C(=O)OC)=C(C(=O)OC)SC1=C2c2cccc(C)c2NC1(C)C	0.2	-2.2	7.4	-7.3	-0.5	2.6	10.5	-3.4	1.8
22	CCc1cc(C)c(O)c(CC)n1	0.5	-2.0	-3.0	6.0	5.6	0.8	1.8	-5.2	0.8
23	CCCC(C(=O)NNC(=O)c1ccncc1)c1ccccc1 (stereo not given)	.	-1.5	.	.	-0.5	4.4	4.5	0.3	.
24	Cc1cccc(Nc2nnc(SCC(=O)NC(=O)Nc3ccc4c(c3)OCCO4)s2)c1	3.7	-5.5	-6.0	2.3	-4.0	-0.5	4.1	1.4	-0.1
25	O=C1CN(C(=O)c2ccccc2F)C(c2ccc(F)cc2)c2cc(F)ccc2N1 (stereo not given)	0.5	0.2	12.6	-1.1	-5.2	5.1	12.4	1.9	0.4
26	CC1CCc2nc(NC(=O)CSc3nc4ccccc4o3)sc2C1 (stereo not given)	0.4	1.4	7.2	4.3	3.1	1.2	2.5	5.6	3.4
27	O=C(COC(=O)/C=C/c1ccc(Cl)cc1Cl)NCc1ccco1	-1.8	4.2	1.4	1.7	-4.0	1.5	2.9	18.6	-5.9
28	Cc1ccsc1C(=O)OCC(=O)NC1CCCCC1C (stereo not given)	0.3	85.7*	-5.3	.	3.7	10.5	12.3	23.8	-0.5
29	O=C(Cn1nc(-c2cccs2)ccc1=O)Nc1ccc(Br)cc1	0.0	-3.4	-5.0	-11.6	2.6	4.7	0.4	-9.4	-5.1
30	CC(C)Sc1nnc(NC(=O)c2ccc3c(c2)OCO3)s1	1.9	4.2	0.0	-3.9	-4.1	7.6	8.5	-0.3	-2.9
31	CCC(C)C(=O)Nc1ncc2c(n1)CC(c1cccs1)CC2=O (stereo not given)	9.5	2.3	-8.2	0.9	0.0	-0.9	5.8	-0.8	0.7
32	COc1ccc(CCNC(=O)c2ccc(CS(=O)(=O)c3ccc(C)cc3)o2)cc1OC	-1.6	-2.5	-2.2	1.9	-2.4	6.0	6.7	3.8	-4.1
33	Cn1c(CN2CCN(CC#N)CC2)c(C#N)c2ccccc21	-0.1	6.8	2.0	2.8	-4.7	1.3	0.7	3.7	1.6
34	COC(Cc1ccccc1N1CCCC1=O)OC	-6.9	7.4	-3.0	5.5	2.0	1.1	1.9	-1.9	1.5
35	Cn1cc([N+](=O)[O-])c(C(=O)NCC(=O)O)n1	-3.1	5.9	1.2	-3.6	-1.4	6.7	11.4	1.7	-2.4
36	COc1ccc(N=C2C(=Nc3ccc(OC)cc3)N(c3ccccc3)C(=S)N2C(=O)c2ccc(Cl)cc2)cc1	3.0	-2.1	0.1	-2.0	-3.6	2.0	11.1	0.5	3.9
37	COc1ccc(-c2nnc(SCC(=O)c3cccs3)o2)cc1	4.2	0.6	4.7	-5.3	-2.7	2.3	0.7	6.0	-1.5
38	Cc1ccccc1C(=O)NN(C)c1nc2ccccc2nc1C(F)(F)F	-2.6	-0.9	8.1	1.8	-4.2	1.7	-1.2	4.0	0.2
39	CC1CCC(NC(=O)C2CCN(c3nc4ccccc4s3)CC2)CC1 (stereo not given)	3.0	1.8	-2.2	7.0	-1.1	1.4	-2.7	10.0	1.8
40	COc1ccccc1C(=O)Nc1ccc2c(c1)nc(CCNC(=O)c1ccco1)n2C	2.7	4.1	-3.0	5.3	3.7	-1.1	-3.5	-1.1	-1.7
41	COC(=O)CC1SC(=O)NC1=O (stereo not given)	-2.4	-7.8	-6.8	6.8	1.8	-0.7	-2.7	-9.0	2.3
42	Cc1ccc(NC(=S)Nc2cccc3cnccc23)cc1	-1.9	1.4	4.0	12.6	-13.9	6.3	8.7	8.1	0.5
43	Cc1cc(C)n(C(=O)COc2ccccc2[N+](=O)[O-])n1	-1.7	4.2	2.8	-1.2	-2.1	-1.1	-8.7	2.8	-1.3
44	COc1ccc(OCCSc2n[nH]c(N)n2)cc1	9.4	4.4	-0.2	15.5	1.9	0.6	2.9	0.7	-0.2
45	O=[N+]([O-])c1ccc2c(c1N1CCCCC1)=NC1(CCCCC1)[N+]=2[O-]	2.0	2.9	6.5	57.1*	-1.5	11.2	12.0	4.7	0.3
46	Clc1ccc(NC2=NCCC2)cc1Cl	-1.6	-3.1	-8.6	1.1	0.5	2.6	4.2	1.1	0.5
47	CCOC(=O)c1cnc(SC)nc1Oc1cccc(NS(=O)(=O)c2ccc(F)cc2)c1	4.7	-3.2	5.4	0.1	-1.1	-7.6	5.3	5.4	3.4
48	COc1ccc(C(CNC(=O)CSc2ccc(Br)cc2C)N2CCOCC2)cc1 (stereo not given)	8.0	1.1	3.9	0.2	-1.5	16.5	4.9	8.3	3.5
49	O=S1(=O)N=C(c2ccccc2)c2ccccc21	-0.2	4.2	-6.8	1.2	0.2	6.2	4.8	-1.6	-2.3
50	O=C(Nc1cccc(-c2nc3ccccc3s2)c1)C1=COCCO1	-1.9	-5.5	-5.2	-1.7	2.1	-0.1	5.2	-0.5	-12.0
51	Cc1nn(CCCC(=O)O)c(C)c1[N+](=O)[O-]	5.2	5.4	-3.9	-0.2	-5.6	4.5	7.5	6.5	6.7
52	CSc1nnc(-c2cccs2)n1C	-3.8	0.3	0.8	7.5	1.6	2.9	-4.7	-1.1	-5.1
53	O=C(CCc1ccccc1)NC(=S)Nc1ccccc1[N+](=O)[O-]	10.7	5.0	-1.2	0.4	-5.2	8.4	1.1	-1.7	2.2
54	COc1ccc(N2CC(C(=O)N/N=C/c3cccs3)CC2=O)cc1 (stereo not given)	-0.7	-4.9	-6.6	2.5	-6.0	4.1	3.4	-3.2	0.0
55	CC(=O)Nc1ccc(S(=O)(=O)NCC(=O)OCC(=O)c2ccc[nH]2)cc1	.	3.3	.	.	-0.2	2.0	-3.2	2.3	.
56	O=C(Nc1nccs1)c1c(O)c2cccc3c2n(c1=O)CCC3	-4.0	.	-1.7	-4.8	-6.3	.	.	0.8	0.1
57	O=C(COc1ccccc1)Nc1nc(-c2cccnc2)cs1	-4.6	1.3	-6.2	.	-4.4	-1.3	4.2	5.6	-7.3
58	Cc1ccc(-c2noc(C3CCCN(C(=O)C4CCCCC4)C3)n2)o1 (stereo not given)	0.6	3.3	-1.1	-1.3	-1.9	0.9	-1.6	-2.8	1.9
59	COc1cnc(-c2ccccn2)nc1Oc1ccc(Cl)c2ccccc12	-4.1	2.8	-6.1	8.1	0.9	-0.8	6.9	59.9*	-5.5
60	Cc1cc(C)cc(NC(=S)NCc2cccnc2)c1	11.5	-3.0	7.9	7.6	-2.3	1.0	4.3	-3.6	-0.2

# Compound activity: PubChem BioAssay, The Scripps Research Institute Molecular Screening Center
